Source: PubChem BioAssay (National Center for Advancing Translational Sciences (NCATS))
D1 antag: blocks dopamine activation of the human D1 receptor | actives 3.2% (n = 360,000) | P21728 | HEK293 TREx D1 cells, calcium flux, dopamine EC80; stronger effect = lower value | activity change, negative = inhibition, % at 10 µM; in the data active = activity change below about -30%; note: % is set by controls: 0 for no effect and ±100 for the full control effect
Target sequence (P21728 whole entry, looked up): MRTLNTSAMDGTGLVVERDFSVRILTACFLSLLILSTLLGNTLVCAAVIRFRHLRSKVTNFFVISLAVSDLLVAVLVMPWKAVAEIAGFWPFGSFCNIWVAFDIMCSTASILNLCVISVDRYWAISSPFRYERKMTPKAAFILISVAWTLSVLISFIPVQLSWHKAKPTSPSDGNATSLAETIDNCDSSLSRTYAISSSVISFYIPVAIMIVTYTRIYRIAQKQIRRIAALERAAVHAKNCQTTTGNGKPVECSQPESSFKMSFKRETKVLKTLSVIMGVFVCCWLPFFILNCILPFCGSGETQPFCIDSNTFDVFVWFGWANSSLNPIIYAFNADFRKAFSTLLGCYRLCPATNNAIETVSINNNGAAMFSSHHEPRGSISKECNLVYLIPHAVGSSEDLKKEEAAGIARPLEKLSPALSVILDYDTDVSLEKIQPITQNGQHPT
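Using tetracycline-induced force-coupled D1 Hek293 cells and a calcium dye, signals were followed for 180 s after compound, then for 180 s after EC80 dopamine, to detect inhibitors.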
D2 PAM: positive allosteric modulators of human D2 dopamine receptor; P14416; HEK293 T-REx D2, calcium flux, EC20 dopamine potentiation; potentiation, % at 10 µM; actives 0.34% (n = 340,000); AID 485347;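 active = potentiation over 3 SD above the plate norm, cut at about 30% in these data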; note: 0% is about no effect
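Using a no-wash calcium dye in inducible, force-coupled HEK293 Trex cells expressing D2, we tracked fluorescence each second for 180 s after compound, then for 180 s after EC20 dopamine to detect augmented signalling.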
D1 PAM: enhances dopamine response at the human D1 receptor. actives 0.036% (n = 360,000). AID 504651. HEK293 TREx D1 cells, calcium flux, dopamine EC20 potentiation. potentiation, % at 10 µM; in the data active = potentiation above about 30%; note: 0% is about no effect
LDHA block: LDHA (human) enzyme inhibition | P00338 | purified LDHA, NADH/diaphorase-resazurin fluorescence; stronger effect = lower value | activity change, % (values are at about 110 or 230 µM) | actives 0.15% (n = 480,000) | AID 1347041; in the data active = activity change below about -30%; inconclusive = mostly about -25% to -30%;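 note: plate controls were DMSO wells for no effect and wells without enzyme for full effect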
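Enzyme activity of human lactate dehydrogenase 5 (2 nM; 0.06 mM NADH, 0.2 mM pyruvate, 5 min, RT) is measured via a resazurin/diaphorase fluorescence readout of residual NADH.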
D1 ag: activates the human D1 dopamine receptor; P21728; HEK293 T-REx D1 cells, calcium flux, agonist mode; activation, % at 2 µM; actives 1% (n = 360,000); AID 504660; in the data active = activation above about 30%; note: 0% is about no effect
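Tetracycline-induced HEK293 TREx D1 cells, force-coupled to calcium signalling, were dye-loaded with a no-wash calcium kit. Compound was pin-added after a 10 s baseline. Fluorescence was read kinetically at 1 cycle/s for 180 s, with calcium rises flagged as agonism.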
Vif-A3G inh: Vif-A3G binding inhibition; HeLa A3G-eYFP + Vif (tagged APOBEC3G with the HIV-1 protein that degrades it), YFP fluorescence, overnight; Potency, µM (highest dose often 46.1 µM), for the others: at the highest dose activity, negative = active, most hits filed as inhibitors; actives 0.076% (n = 410,000); AID 602310;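 note: potency is the fitted concentration of half-maximal effect; % is set by controls: 0 for no effect and ±100 for the full control effect; nearly all actives have a fitted effect of over 60% in size; hits raise eYFP signal because A3G escapes Vif-driven loss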
Target sequence (Q9HC16 whole entry, looked up): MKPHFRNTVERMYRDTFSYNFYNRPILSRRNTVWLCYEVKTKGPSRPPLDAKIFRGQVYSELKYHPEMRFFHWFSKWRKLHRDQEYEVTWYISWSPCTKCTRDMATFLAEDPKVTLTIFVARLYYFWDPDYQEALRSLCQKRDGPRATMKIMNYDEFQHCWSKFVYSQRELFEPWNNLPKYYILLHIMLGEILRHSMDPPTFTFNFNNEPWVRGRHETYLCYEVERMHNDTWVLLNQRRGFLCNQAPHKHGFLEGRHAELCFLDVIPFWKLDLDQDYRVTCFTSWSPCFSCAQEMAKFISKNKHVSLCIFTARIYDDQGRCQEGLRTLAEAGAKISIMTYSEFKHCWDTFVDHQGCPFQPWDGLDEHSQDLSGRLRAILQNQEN
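Read-out is eYFP fluorescence (Ex 488/Em 500-530) from Vif-expressing HeLa A3G-eYFP cells; more signal means A3G escaped Vif-mediated degradation. Cells plated overnight, compound pinned in, incubated overnight at 37 deg C.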
RXFP1 ag: agonists of human relaxin receptor RXFP1; Q9HBX9; Potency, µM (series often up to 57.5 µM), for the others: at the top dose activation, actives largely listed as activators; AID 2676; actives 0.3% (n = 370,000); HEK293T-RXFP1 cAMP TR-FRET, 30 min; response scale: percent of porcine relaxin response, buffer zero; note: potency is the fitted concentration of half-maximal effect; % is set by controls: 0 for no effect and ±100 for the full control effect; nearly all actives have a fitted effect of over 60% in size; many of its hits are not listed in these tables
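cAMP rise read by TR-FRET after 30 min, 37C compound exposure (up to 58 uM) in RXFP1-transfected HEK293 cells with Ro 20174 present. EC50 from Hill-equation fits, with 29 nM porcine relaxin as 100% and buffer as basal.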
Glioma ERSR ind: ER stress response induction in glioma; U87-MG GRP78 promoter luciferase reporter, 16 h; Potency, µM, for inactives: at the top dose activation, actives largely listed as activators; actives 0.02% (n = 420,000); note: potency is the fitted concentration of half-maximal effect; series mostly up to about 76 µM; % of control where 0% means no effect; nearly all actives have a fitted effect of over 35% in size
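ERSR induction read as luciferase luminescence (Bright-Glo, 10 min at room temperature) in stably transfected human U87-MG glioma cells exposed to compounds for 16 h, using GRP78 as sensor.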
Vif-APOBEC3F blk: Vif-A3F binding inhibition; HeLa A3F-eYFP + Vif (tagged APOBEC3F with the HIV-1 protein that degrades it), YFP fluorescence increase; Potency, µM (series often up to 46.1 µM), without a hit: at the top dose activity, negative = active; actives 0.2% (n = 390,000); AID 602313; note: potency is the fitted concentration of half-maximal effect; % of control where 0% means no effect; nearly all actives have a fitted effect of over 65% in size
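Fluorescence increase (Ex 488/Em 500-530) after overnight compound treatment at 37 deg C flags inhibition of Vif-driven A3F-eYFP loss in stable HeLa A3F-eYFP/Vif cells seeded overnight beforehand.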
* hit, by the source's call; ? = inconclusive; . = not tested or not shown; & = joins results of further samples. Unless noted, calls come from the whole dose curve; as a rule, active = well fitted curve in the direction sought with a large enough effect; inconclusive = small, poorly fitted or top-dose-only effect, or another doubt; inactive = no such curve, though single readings can be large; an effect the other way counts as inactive or inconclusive. A portion of the library (hit frequency here may not be typical).

Below each compound: D1 antag | D2 PAM | D1 PAM | LDHA block | D1 ag | Vif-A3G inh | RXFP1 ag | Glioma ERSR ind | Vif-APOBEC3F blk
#1 CCCOc1ccc2ccccc2c1/C=N/n1c(C)nnc1-n1nc(C)cc1C
  -6 | 0 | 3 | -9 | 0 | ? | 5.2% | -2% | 1%
#2 Cc1cccc(-n2c(=O)c3c(c4cc(C)ccc4n3C)n(C)c2=O)c1
  -1 | -1 | -2 | -2 | -2 | -2% | 2.6% | -1% | -7%
#3 CCOC(=O)c1c(NC(=O)COC(=O)CNC(=O)c2ccco2)sc(C)c1C
  6 | 4 | -4 | -5 | -1 | -24% | 0.3% | -2% | 1%
#4 CN(C)C(=O)c1ccc(COc2ccccc2Br)o1
  -3 | 0 | -4 | -2 | 4 | -2% | -0.4% | -4% | .
#5 O=C(NCCN1CCN(Cc2ccccc2)CC1)Nc1cc(Cl)cc(Cl)c1
  2 | -15 | 0 | -2 | 30* | 0% | 0.6% | -3% | 13%
#6 CCOc1ccc(NC(=O)CSc2nnc(-c3ccccn3)n2N)cc1
  0 | 1 | -3 | -14 | 0 | -3% | 0.8% | -2% | -13%
#7 CCc1nc2ccccc2c(C(=O)OCc2nnc(-c3ccccc3)o2)c1C
  -28 | 3 | -4 | -5 | 5 | 0% | 1.6% | -1% | 6%
#8 Nc1cc(=O)[nH]c(SCC(=O)Nc2ncc(C(F)(F)F)cc2Cl)n1
  -5 | 1 | -4 | -4 | 3 | 2% | 2.5% | -4% | 7%
#9 COc1cc(-c2noc(-c3ccc(NC4CCCC4)c([N+](=O)[O-])c3)n2)cc(OC)c1OC
  -30* | -6 | 1 | -1 | 10 | 3% | -2.6% | 1% | -13%
#10 CSc1nnc(Cn2c(=O)sc3ccccc32)n1-c1cccc(Cl)c1
  2 | 1 | 1 | -3 | 4 | 0% | -0.3% | 3% | 8%

More entries
Below each compound: D1 antag | D2 PAM | D1 PAM | LDHA block | D1 ag | Vif-A3G inh | RXFP1 ag | Glioma ERSR ind | Vif-APOBEC3F blk
#11 CC(=O)c1ccc(NC(=O)C2CC(=O)N(C(C)C)C2)cc1 (configuration not stated)
  19 | 10 | -3 | -7 | 1 | 6% | 1.5% | -2% | -1%
#12 CC(NC(=O)Cn1cnc2c1c(=O)n(C)c(=O)n2C)c1ccccc1 (configuration not stated)
  14 | 18 | -3 | -3&0 | 2 | -2% | 6.6% | -5% | 2%
#13 COc1ccc(NCc2nc3ccccc3n2C)cc1
  5 | 7 | 3 | 4 | 3 | -3% | -1.2% | -4% | 6%
#14 Cc1cccc(C(=O)N(Cc2cccs2)C2CCS(=O)(=O)C2)c1 (configuration not stated)
  1 | -2 | -2 | -3 | 1 | 2% | 1.9% | 0% | 4%
#15 CCc1ccc(C2c3[nH]c4ccccc4c3CCN2C(=O)c2cc(C)nn2C)cc1 (configuration not stated)
  -5 | 9 | -4 | -4 | 1 | -7% | 0.5% | -2% | -5%
#16 Brc1ccc(C2C3=C(Nc4ncnn42)c2ccccc2OC3c2ccncc2)cc1 (configuration not stated)
  . | 5 | 2 | -8 | 1 | -2% | 0.5% | -1% | -1%
#17 COc1ccccc1Oc1ccc2c(c1)C(=O)N(c1ccccc1)C2=O
  -1 | 4 | 7 | 0 | 2 | 0% | 5.3% | -1% | 3%
#18 CCc1ccccc1NC(=O)CSc1nc2ccccc2nc1Cc1cccc(OC)c1
  5 | 10 | 1 | 1 | 4 | -5% | ? | 1% | 4%
#19 CCOc1ccc(NC(=O)CN(C)C(=O)c2csc3c2CCCC3)cc1OCC
  26 | -8 | -6 | -10 | 2 | 1% | 0.2% | -3% | -1%
#20 Cc1ccc(Cc2c(-c3ccc(C)cc3)nc3cc(C)ccn23)cc1
  . | . | . | 7 | . | -7% | . | -6% | ?

Ten entries already listed, ordered by SMILES length, highest first.
Below each compound: D1 antag | D2 PAM | D1 PAM | LDHA block | D1 ag | Vif-A3G inh | RXFP1 ag | Glioma ERSR ind | Vif-APOBEC3F blk
#9 COc1cc(-c2noc(-c3ccc(NC4CCCC4)c([N+](=O)[O-])c3)n2)cc(OC)c1OC
  -30* | -6 | 1 | -1 | 10 | 3% | -2.6% | 1% | -13%
#15 CCc1ccc(C2c3[nH]c4ccccc4c3CCN2C(=O)c2cc(C)nn2C)cc1 (configuration not stated)
  -5 | 9 | -4 | -4 | 1 | -7% | 0.5% | -2% | -5%
#16 Brc1ccc(C2C3=C(Nc4ncnn42)c2ccccc2OC3c2ccncc2)cc1 (configuration not stated)
  . | 5 | 2 | -8 | 1 | -2% | 0.5% | -1% | -1%
#2 Cc1cccc(-n2c(=O)c3c(c4cc(C)ccc4n3C)n(C)c2=O)c1
  -1 | -1 | -2 | -2 | -2 | -2% | 2.6% | -1% | -7%
#18 CCc1ccccc1NC(=O)CSc1nc2ccccc2nc1Cc1cccc(OC)c1
  5 | 10 | 1 | 1 | 4 | -5% | ? | 1% | 4%
#12 CC(NC(=O)Cn1cnc2c1c(=O)n(C)c(=O)n2C)c1ccccc1 (configuration not stated)
  14 | 18 | -3 | -3&0 | 2 | -2% | 6.6% | -5% | 2%
#10 CSc1nnc(Cn2c(=O)sc3ccccc32)n1-c1cccc(Cl)c1
  2 | 1 | 1 | -3 | 4 | 0% | -0.3% | 3% | 8%
#6 CCOc1ccc(NC(=O)CSc2nnc(-c3ccccn3)n2N)cc1
  0 | 1 | -3 | -14 | 0 | -3% | 0.8% | -2% | -13%
#4 CN(C)C(=O)c1ccc(COc2ccccc2Br)o1
  -3 | 0 | -4 | -2 | 4 | -2% | -0.4% | -4% | .
#13 COc1ccc(NCc2nc3ccccc3n2C)cc1
  5 | 7 | 3 | 4 | 3 | -3% | -1.2% | -4% | 6%

Two of the compounds above, with one line to a screen:
15. CCc1ccc(C2c3[nH]c4ccccc4c3CCN2C(=O)c2cc(C)nn2C)cc1 (configuration not stated)
16. Brc1ccc(C2C3=C(Nc4ncnn42)c2ccccc2OC3c2ccncc2)cc1 (configuration not stated)
compound no. | 15 | 16
D1 antag | -5 | .
D2 PAM | 9 | 5
D1 PAM | -4 | 2
LDHA block | -4 | -8
D1 ag | 1 | 1
Vif-A3G inh | -7% | -2%
RXFP1 ag | 0.5% | 0.5%
Glioma ERSR ind | -2% | -1%
Vif-APOBEC3F blk | -5% | -1%

The list goes on.
entry	compound	D1 antag	D2 PAM	D1 PAM	LDHA block	D1 ag	Vif-A3G inh	RXFP1 ag	Glioma ERSR ind	Vif-APOBEC3F blk
21	CCOc1ccc(/C=N/NC(=O)C(=O)N2CCCCCC2)c2ccccc12	1	13	1	-5	1	5%	-0.1%	0%	3%
22	CCCn1c2ccccc2c2cnn(CC(=O)NCC3CCN(Cc4ccccc4C)CC3)c(=O)c21	4	-19	4	1	-1	1%	-0.9%	-3%	0%
23	Cc1ccc(-c2ccc(=O)n(CC(=O)NCCCN3CCCCC3C)n2)cc1 (configuration not stated)	-25	.	-5	-7	2	2%	-0.6%	-4%	-4%
24	O=C(N/N=C/c1ccc(OC(F)F)cc1)c1cc[n+]([O-])cc1	-18	15	0	-4	3	-3%	6.2%	-1%	3%
25	COc1ccccc1CN1CC(C(=O)NCc2cnn(C)c2)CCC1=O (configuration not stated)	0	6	-4	-8	3	-1%	-3.0%	-3%	1%
26	CCC(C)(C)n1nnnc1C(c1cccnc1)N1CCCC(C)C1 (configuration not stated)	-1	-2	-1	0	2	2%	-1.5%	-3%	-3%
